NTR1 agonist: agonists of NTR1, primary screen, imaging, U2OS cells, beta-arrestin-GFP, high content (AID 493036); NTR1-U2OS beta-arrestin-GFP spot imaging, agonist mode; activation, % at 20 µM; 330,000 compounds, 0.17% hits;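 active = activation at or above 40% of the spot to cytoplasm intensity ratio, with at least 20 cells analyzed; inconclusive = wells under 20 cells, flagged as cytotoxic or low count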;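 note: 0% = DMSO without peptide and 100% = 100 nM NTR1 peptide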
Target sequence (P30989 whole entry, looked up): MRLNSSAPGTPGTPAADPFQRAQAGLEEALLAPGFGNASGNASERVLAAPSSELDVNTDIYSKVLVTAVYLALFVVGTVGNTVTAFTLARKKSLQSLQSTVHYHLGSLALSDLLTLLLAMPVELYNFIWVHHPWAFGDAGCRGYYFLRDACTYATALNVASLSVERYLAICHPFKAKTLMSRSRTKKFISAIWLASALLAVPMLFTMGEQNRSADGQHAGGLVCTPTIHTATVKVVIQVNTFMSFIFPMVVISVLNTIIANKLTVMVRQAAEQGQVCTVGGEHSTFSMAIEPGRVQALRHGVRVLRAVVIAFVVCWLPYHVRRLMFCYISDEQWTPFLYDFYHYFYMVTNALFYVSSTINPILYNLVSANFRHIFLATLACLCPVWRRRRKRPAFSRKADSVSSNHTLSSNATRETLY
T cell modulator: T cell immune modulation candidate. calls only at 7 µM. 2C CD8+ T cell-vesicle binding, flow cytometry; stronger effect = lower value. 330,000 compounds, 0.068% hits. AID 2052;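 active = response, share of CD8 T cells binding vesicles, and their 90th percentile fluorescence all below set limits, cut at about 80% in these data, passing the limit was not always enough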
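Assay system: 2C TCR transgenic mouse naive CD8+ T cells, MACS-purified | Read-out: CD8+ gate FL2 mean fluorescence as % of same-row positive control | Signal: High-throughput flow cytometry with anti-B7-1 and anti-CD8 staining | Timing: Binding step 1.5 h, 37 °C, antibody labelling 20 min, ice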
SV40 large T antigen: SV40 large T antigen inhibitors, biochemical (AID 1903); 310,000 compounds, 0.39% hits; one-dose inhibition, % at 20 µM; IC50 in µM for titrated hits; SV40 large T antigen ATPase/helicase inhibition assay; higher % means a stronger effect; in the data active = a potency from the dose series; inconclusive = inhibition mostly from about 32% at the one dose, without a potency; inactive = the rest, 99 in 100 with inhibition below about 32%; note: strong numbers were not always called active
RSV antiviral HEp-2: inhibition of RSV-induced cytopathic effect – HEp-2 cells, primary 10 µM value included (AID 2391); HEp-2 cells, RSV-induced CPE inhibition; higher % means a stronger effect; one-dose CPE inhibition, % at 10 µM; IC50 in µM for titrated hits; 310,000 compounds, 0.13% hits; in the data active = a potency from the dose series; inconclusive = CPE inhibition mostly from about 23% at the one dose, without a potency; inactive = the rest, 99 in 100 with CPE inhibition below about 21%; note: strong numbers were not always called active
K1F lysis inhibition: inhibition of K1F phage lysis, E. coli UTI89, bacterial capsule biogenesis inhibitors, alamar blue (AID 488966); E. coli UTI89 K1F phage lysis, alamar blue, 2 h; higher % means a stronger effect; one-dose inhibition, % at 100 µM; IC50 in µM for titrated hits; 340,000 compounds, 0.02% hits;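 active = phage lysis inhibition, versus mean bacterial control, above a set limit; inconclusive = no clear call, values can overlap the other calls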;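 note: capsule biogenesis inhibitors block K1F phage lysis so surviving cells raise fluorescence; higher fluorescence means more inhibition of phage lysis; actives were called in the ten point dose series up to 300 µM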
Myeloid diff 2: promotes myeloid progenitor differentiation; ER-HoxA9 myeloid progenitors, lysozyme-GFP differentiation, flow cytometry; calls only at 10 µM; 360,000 compounds, 1% hits; AID 624256;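 active = normalized GFP-positive differentiation at or above the plate's own cutoff, the solvent-only control mean plus 3 SD; inconclusive = no clear call, values can overlap the other calls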;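 note: cells exposed to compound for four days before flow analysis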
TNAP activation fold: stimulation of alkaline phosphatase TNAP activity – biochemical, luminescent, no phosphate acceptor, uHTS, primary screen (AID 1001); purified TNAP, luminescent activation assay, no phosphate acceptor; higher activation fold means a stronger effect; activation fold at 20 µM; hits with a dose series show EC50 in µM; 200,000 compounds, 0.03% hits; in the data active = activation fold from about 3, or a potency from the dose series; inactive = the rest, 99 in 100 with activation fold below about 1.6; note: many of its hits are not listed in these tables
PhoP inhibition: PhoP-dependent GFP reporter repression – Salmonella Typhimurium, primary screen (AID 1863). S. Typhimurium PhoP-regulated promoter GFP reporter, 4 h; higher % means a stronger effect. one-dose inhibition, % at 50 µM; IC50 in µM for titrated hits. 300,000 compounds, 0.16% hits;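 active = inhibition over 29.93%, a cutoff 3 SD above the screen mean, later confirmed by dose response; inconclusive = inhibition over 29.93% but no dose response follow-up; inactive = inhibition at most 29.93% or unconfirmed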;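 note: 0% = low Mg2+ inducing control and 100% = high Mg2+ repressing control; strong numbers were not always called active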
MgcRacGAP inhibition: MgcRacGAP GTPase-activating activity inhibitors, confirmation, biochemical, ADP Hunter fluorescence. MgcRacGAP-stimulated Rac1 GTP hydrolysis, ADP Hunter fluorescence; higher % means a stronger effect; GST-tagged Rac1 F28L mutant substrate. one-dose inhibition, % at 30 µM; IC50 in µM for titrated hits. 340,000 compounds, 0.6% hits;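 active = first-screen hits whose inhibition reached a set limit at any dose in the follow-up dose series; inconclusive = inhibition above the set first-screen limit but never retested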;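 note: fluorescence reports GDP produced by GAP-driven GTP hydrolysis; strong numbers were not always called active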
T cell modulator vesicle-bound %: recorded beside T cell modulator, whose call it bears; double positive events, %; measured here: CD8+ vesicle-bound cell fraction;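 binding gate set so that unloaded-vesicle control wells show 10% double positive cells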
NTR1 agonist cell count 20 µM: recorded beside NTR1 agonist, whose call it bears; cell count; measured here: cell count, cytotoxicity flag
Myeloid diff 2 GFP+ MAC1+ %: also measured in Myeloid diff 2; calls as there; GFP+ MAC1+ double positive, %; measured here: differentiation confirmed by MAC1 staining
Numbers without * were called inactive; i = inactive; ? = inconclusive; . = not tested or not shown; [ ] = dose if it differs, or a comment.

SMILES | NTR1 agonist | NTR1 agonist cell count 20 µM | T cell modulator | T cell modulator vesicle-bound % | SV40 large T antigen | RSV antiviral HEp-2 | K1F lysis inhibition | Myeloid diff 2 | Myeloid diff 2 GFP+ MAC1+ % | TNAP activation fold | PhoP inhibition | MgcRacGAP inhibition
CN(C)c1ccc(-c2noc(C3CCN(S(=O)(=O)c4ccc(C(=O)O)cc4)CC3)n2)cc1 | 0.6 | 60 | i | 10 | . | . | -1.5% | i | 1.6 | . | . | 8%
COC(=O)c1cc(=O)n2c(-c3ccccc3)csc2n1 | -3.2 | 65 | i | 45 | 4% | 0.0% | 0.2% | i | 0.0 | 1.1 | -11% | 4%
CC1Cc2cc(S(=O)(=O)N3CCC(C(=O)N4CCCCC4)CC3)ccc2N1C(=O)C1CC1 (stereo not given) | 0.6 | 47 | i | 12 | -2% | 1.9% | -0.3% | i | 2.7 | . | -1% | -31%
Cc1ccc(NC(=O)CC2=NC(=O)C(CC(=O)Nc3ccccc3C)S2)cc1 (stereo not given) | 0.8 | 48 | i | 48 | 3% | 2.3% | 0.3% | i | 0.1 | 1.2 | 3% | 3%
COc1ccccc1C1/C(=C(\O)c2ccc3c(c2)OCCO3)C(=O)C(=O)N1Cc1cccnc1 (stereo not given) | 2.0 | 62 | i | 25 | 11% | -0.2% | -0.1% | ? | . | . | -4% | 1%
Cc1cc(C(=O)COC(=O)c2ccc(O)cc2O)c(C)n1C(C)C | 0.8 | 107 | i | 42 | . | 2.2% | 0.4%[50 µM] | i | 0.4 | . | . | 4%
CC(C(=O)O)n1nc2ccccc2n1 (stereo not given) | -0.3 | 36 | i | 39 | 23% | 1.6% | -0.1% | . | . | 1.2 | 14% | 10%
COc1ccc(NC(=O)Cc2ccc(Cl)cc2Cl)cn1 | 0.5 | 51 | i | 30 | 7% | 8.8% | 0.2% | i | 0.2 | 1.1 | -3% | 1%
CN1CCN(C(=O)c2cc3sccc3n2CC(=O)c2ccccc2)CC1 | 0.5 | 69 | i | 54 | 4% | -1.0% | 4.8% | i | 7.9 | 1 | -15% | 8%
O=C(c1cc(Br)c(Br)s1)N1CCN(c2ccccn2)CC1 | 1.4 | 71 | i | 57 | 23% | 19% | 1.3%[50 µM] | i | 1.3 | . | -9% | 4%
CN(C(=O)C1CCN(S(=O)(=O)c2cccs2)CC1)C1CCCCC1 | 1.6 | 35 | i | 20 | 4% | 1.6% | 5.2% | i | 8.7 | 1.1 | -4% | 4%
Nc1nc(SCC(=O)N2N=C3/C(=C/c4ccco4)CCCC3C2c2ccco2)n[nH]1 (stereo not given) | 2.6 | 63 | i | 39 | 37% | 17% | -0.2%[50 µM] | i | 0.7 | 1.1 | 7% | 6%
O=C(CN1CCN(c2ccccc2F)CC1)NC(=O)NCc1ccco1 | 0.9 | 30 | i | 25 | 11% | -0.8% | 1.1% | i | 0.3 | 1.1 | -4% | 7%
O=C(NCCCN1CCCCC1)c1ccc2c(c1)NC(=O)c1ccccc1S2 | -0.3 | 60 | i | 42 | 3% | -3.2% | 0.0% | i | 1.9 | . | 4% | 2%
CCn1c(Oc2ccccc2)nc2c1c(=O)n(C)c(=O)n2C | -1.3 | 56 | i | 65 | 6% | 2.3% | -1.0% | i | 0.4 | . | 4% | -1%
CCN(CC)CCN(C(=O)CCS(=O)(=O)c1ccccc1)c1nc2cc3c(cc2s1)OCO3 | 0.1 | 73 | i | 5 | 15% | 0.8% | 0.6%[50 µM] | i | 2.3 | . | -5% | 7%
CCOc1ccc(C(=O)Nc2ccccc2NC(C)=O)cc1OCC | 1.0 | 96 | i | 50 | 9% | -1.3% | 0.9% | i | 0.4 | 1.1 | 2% | 5%
O=C(COc1ccc(Br)cc1)Nc1ccccc1N1CCCC1 | 3.0 | 83 | i | 48 | 5% | 2.2% | 0.1% | i | 0.3 | 1 | 2% | 3%
Fc1ccc(C(c2nnnn2Cc2cccs2)N2CCN(C3CCCC3)CC2)cc1 (stereo not given) | -4.7 | 83 | i | 24 | 10% | 0.9% | 3.3% | i | 0.4 | 1.1 | -7% | 3%
CCCCNC(=O)CNC(=S)N(CCCN1CCOCC1)Cc1cccs1 | 0.8 | 33 | i | 18 | -1% | 0.3% | 0.3% | i | 0.7 | 1.5 | -4% | -1%

Reprinted from the part before: two compounds, then new ones.
SMILES | NTR1 agonist | NTR1 agonist cell count 20 µM | T cell modulator | T cell modulator vesicle-bound % | SV40 large T antigen | RSV antiviral HEp-2 | K1F lysis inhibition | Myeloid diff 2 | Myeloid diff 2 GFP+ MAC1+ % | TNAP activation fold | PhoP inhibition | MgcRacGAP inhibition
Fc1ccc(C(c2nnnn2Cc2cccs2)N2CCN(C3CCCC3)CC2)cc1 (stereo not given) | -4.7 | 83 | i | 24 | 10% | 0.9% | 3.3% | i | 0.4 | 1.1 | -7% | 3%
CCCCNC(=O)CNC(=S)N(CCCN1CCOCC1)Cc1cccs1 | 0.8 | 33 | i | 18 | -1% | 0.3% | 0.3% | i | 0.7 | 1.5 | -4% | -1%
O=C(CN(Cc1ccco1)S(=O)(=O)c1ccccc1)N/N=C/c1cccc(O)c1 | -0.7 | 40 | i | 54 | 21% | 0.5% | 0.4% | i | 1.3 | 1.1 | 15% | 8%
Cc1cc(C(=O)N2CCN(C(c3ccccc3)c3ccccc3)CC2)no1 | 4.0 | 59 | i | 6 | 10% | 0.3% | 4.3% | i | 1.4 | 0.9 | -1% | 3%
O=C(NCc1ccco1)c1ccc(S(=O)(=O)N2CCCCCC2)cc1 | -1.4 | 47 | i | 40 | . | 1.6% | 0.8%[50 µM] | i | 1.2 | . | . | 3%
CCCCOc1ccc(C(=O)OCC(=O)NC2CCCC2)cc1 | 2.4 | 88 | i | 47 | 16% | 2.6% | 0.0% | i | 0.3 | . | -6% | .
COc1ccc(CCNC(=O)CCCCCN2C(=O)c3ccccc3C2=O)cc1OC | 3.3 | 78 | i | 24 | 6% | 1.8% | 2.5%[50 µM] | i | 0.3 | 1 | 12% | 5%
O=C(CNS(=O)(=O)c1ccccc1)OCC(=O)c1ccc(F)cc1 | -0.2 | 58 | i | 30 | 3% | 3.4% | 0.0% | i | 2.3 | . | -4% | 2%
O=C(CN1C(=O)C2CC=CCC2C1=O)Nc1nc(-c2ccc(F)c(F)c2)cs1 (stereo not given) | 3.0 | 43 | i | 31 | . | . | 0.4% | i | 0.5 | . | . | 4%
CC(=O)Nc1cccc(NC(=O)CCCC2CCCCC2)c1 | 1.0 | 61 | i | 67 | 30% | 3.4% | 1.7%[50 µM] | i | 1.2 | . | -3% | 9%
COC(=O)c1cccc(NC(=O)c2cnn(C)c2)c1 | -0.1 | 50 | i | 42 | 4% | 0.5% | 0.6% | i | 0.5 | . | . | -1%
Cc1cccc(OCC(=O)NCCCNC(=O)c2ccncc2)c1 | 0.6 | 54 | i | 15 | 11% | 1.1% | 1.4%[50 µM] | i | 0.5 | . | -1% | 8%
COCc1c(C(=O)OCC(=O)NCCN2C(=O)CSC2=O)oc2ccccc12 | 1.7 | 61 | i | 49 | -10% | 2.7% | 2.8% | i | 0.5 | 1.1 | 1% | 4%
CN(C)CCn1cnc2c1c(=O)n(C)c(=O)n2C | 1.5 | 51 | i | 27 | 15% | 0.1% | -0.9%[50 µM] | ? | . | . | -9% | -3%
CCn1ncc(Br)c1C(=O)Nc1cccc(C(C)=O)c1 | -0.2 | 92 | i | 36 | 18% | 3.1% | 0.0% | i | 0.8 | . | -5% | 1%
O=c1cc(-c2ccccc2Cl)oc2cc(O)cc(O)c12 | -5.6 | 54 | i | 53 | 30% | -1.4% | 3.7% | i | 1.2 | 1 | -13% | 8%
O=[N+]([O-])c1cccc(S(=O)(=O)Nc2cccc(-c3ccc(N4CCOCC4)nn3)c2)c1 | -0.1 | 45 | i | 20 | 27% | 8.5% | -0.2%[50 µM] | i | 1.0 | . | 12% | 1%
O=C(COc1ccc(Br)cc1Br)NC(=O)NC1CCCC1 | 10 | 45 | i | 20 | 9% | 6.4% | 0.3% | i | 0.3 | 1.1 | -1% | 2%
O=C(CCN1C(=O)C2C3C=CC(C3)C2C1=O)Nc1ccccc1F (stereo not given) | 1.2 | 51 | i | 45 | -4% | 0.1% | 12% | i | 1.9 | 1 | -5% | -2%
O=C(Cn1c(=O)[nH]c2ccccc2c1=O)N1CCN(c2cccc(Cl)c2)CC1 | 1.4 | 65 | i | 58 | 7% | -0.6% | 0.7% | i | 0.6 | 1.1 | 8% | 0%
Cc1cc(Nc2nc(Cl)c(Cl)cc2Cl)n(-c2ccccc2)n1 | 3.5 | 67 | i | 41 | -20% | 0.2% | -0.3%[50 µM] | i | 0.7 | 1.1 | 1% | 7%
CN(Cc1ccccc1)C(=O)c1ccc2c(c1)S(=O)(=O)N=C1CCCCCN12 | -0.9 | 65 | i | 53 | . | . | 2.7% | i | 0.7 | . | . | 2%
COC(=O)C1CCN(C(=O)COC(=O)c2cccc(NS(=O)(=O)c3ccccc3)c2)CC1 | -1.1 | 52 | i | 2 | 7% | -0.7% | 1.4%[50 µM] | i | 1.1 | . | -2% | 7%
COc1ccc(-c2ccc3c(c2)c(-c2cccs2)c(-c2cc(OC)cc(OC)c2)n3C)cc1 | 0.1 | 51 | i | 34 | . | 0.8% | 0.1% | i | 1.6 | . | . | 9%
CCN(CC)S(=O)(=O)c1ccc2c(c1)c(=O)c(C(=O)NCCc1ccccc1)cn2C | 0.6 | 41 | i | 65 | 6% | 2.8% | 0.0% | i | 0.1 | . | 2% | 4%
CN(C)N1C(N)=C(C#N)C(c2ccc(Br)cc2)C2=C1CCCC2=O (stereo not given) | 1.9 | 76 | i | 37 | 5% | 2.5% | -0.9%[50 µM] | i | 0.4 | . | 1% | 1%
CCOc1ccccc1NC(=O)Nc1cc(S(=O)(=O)N(C)C)ccc1C | 2.2 | 59 | i | 17 | 8% | 1.1% | -1.0% | i | 0.7 | . | -1% | 0%

Source: PubChem
